Dynein cargo inh: inhibitors of GR-EGFP nuclear translocation, primary screen, dynein cargo transport inhibitor project, imaging, high-content, 3617.4 mouse cells | test concentration mostly 20 µM; stimulated with dexamethasone, 1 µM; active compounds read low | z-score, hits read low | 0.47% of 220,000 active;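 active = plate z-score of nuclear minus cytoplasmic receptor signal below a set negative limit, without overly bright fluorescence or cell loss, cut at about -3.5 in these data, passing the limit was not always enough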;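 also: z-score of nuclear minus cytoplasmic ring GR-EGFP intensity difference per well; some compounds called inactive have numbers as strong as hits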
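Buffer or medium: Induction medium lacking tetracycline, stripped serum | Also added: Dexamethasone agonist, 1.0 µM final, for 30 min | Timing: 48 h induction, 1 h compound, 30 min dex at 37 °C | Detection: Formaldehyde fixation, Hoechst nuclear stain, 10x automated fluorescence imaging | Measure: Nuclear versus cytoplasmic GR-EGFP signal, averaged per well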
Autophagy HCS: autophagy modulators in MEF cells, primary screen, imaging, high-content, MEF GFP-LC3; MEF GFP-LC3 puncta imaging; test concentration mostly 10 µM; calls only at 10 µM (by protocol); AID 463193, 2010; 0.98% of 190,000 active;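 active = percentage of spot-positive cells more than 3 SD above its plate mean, without a fluorescence outlier flag or 80% toxicity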;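 also: spot-positive cell cutoff set from DMSO-treated cells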
M17LAP inhibition: P. falciparum M17LAP inhibitors, primary screen, biochemical, fluorogenic H-Leu-NHMec substrate, 1536-well (AID 1619); Leucine aminopeptidase (Plasmodium falciparum (isolate 3D7)); inhibition, % at 30 µM; hits with a dose series show IC50 in µM; recombinant M17LAP, H-Leu-NHMec fluorogenic kinetic assay; higher % means a stronger effect; 0.38% of 220,000 active;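 active = compound inhibiting the enzyme by more than half at any dose during confirmatory dose-response retesting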;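 also: plate controls were full reaction with DMSO carrier for no effect and no enzyme background for full effect; strong numbers were not always called active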
MT stabilize HCS: microtubule stabilizers in HeLa cells, primary screen, imaging, high-content imaging; HeLa tubulin immunostaining HCS, 24 h; share of cells brighter than vehicle mean+2SD; % tubulin-high responders, % at 10 µM; 0.83% of 200,000 active;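 active = plate Z-score above 3 for both tubulin-high and condensed-nucleus cell shares, with cell loss under 80%, at 10 µM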;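 also: anti alpha tubulin signal scored within the nucleus-defined area of each cell; some results filed as inactive read as strong as hits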
bCat nuc transl: modulators of beta-catenin nuclear translocation, primary screen, imaging, HeLa cells, immunofluorescence, high-content | nuclear translocation activity, % at 5 µM | 0.3% of 190,000 active | AID 1665, 2009;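 active = nuclear translocation activity above 50% at 5 µM, with a well cell count of 50 or more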;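 also: per-cell ratio of nuclear to cytoplasmic median beta-catenin stain intensity; plate controls were DMSO negative control for no effect and GSK-3 inhibitor IX positive control for full effect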
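Test system: HeLa cells, endogenous beta-catenin; Compound: single 5 µM dose plus 0.02–20 µM confirmation series; Times: compound exposure 24 h at 37°C; Signal: fluorescence imaging of beta-catenin antibody stain plus DAPI; Read-out: % activation, nuclear-to-cytoplasmic median beta-catenin signal ratio per cell.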
CSM14.1 death rescue: rescue of cells from ER stress-induced death, primary screen, 384-well, CSM14.1, thapsigargin, ATP luminescence (AID 1222). CSM14.1 thapsigargin-induced death rescue, ATP luminescence; higher % means a stronger effect. cellular ATP content (survival), % at 20 µM; hits with a dose series show EC50 in µM. 190,000 tested, under 10 active;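 active = EC50 below 50 µM in the dose-response confirmation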;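 also: death triggered by thapsigargin at about 15 µM added after 2 h compound pretreatment; cell ATP read after overnight thapsigargin exposure of roughly 18 to 22 hours; normalized against plate controls of thapsigargin alone and 5% DMSO vehicle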
M1AAP inhibition: P. falciparum M1AAP inhibitors, biochemical, fluorogenic H-Leu-NHMec substrate, 1536-well (AID 1445). recombinant M1AAP, H-Leu-NHMec fluorogenic kinetic assay; higher % means a stronger effect. 0.42% of 220,000 active. Aminopeptidase N (Plasmodium falciparum (isolate 3D7)). inhibition, % at 30 µM, or IC50 in µM where a hit was titrated;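 active = primary inhibition above the hit cutoff, then over 50% inhibition at one or more dose response concentrations, cut at about 23% in these data, passing the limit was not always enough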;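 also: plate controls were DMSO full reaction for no effect and no enzyme background for full effect; strong numbers were not always called active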
Insulin prom up: insulin promoter activators in MIN6 cells, imaging, high-content screening, mouse beta cells; MIN6 insulin promoter-GFP reporter; active compounds read high; z-score at 5 µM; 0.3% of 190,000 active;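 active = z-score above 3 at 5 µM with at least 500 cells counted in the well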
UTI89 phage lysis: inhibition of K1F phage lysis, E. coli UTI89, bacterial capsule biogenesis inhibitors, alamar blue (AID 488966); inhibition, % at 100 µM; hits with a dose series show IC50 in µM; 0.02% of 340,000 active; E. coli UTI89 K1F phage lysis, alamar blue, 2 h; higher % means a stronger effect;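 active = phage lysis inhibition, versus mean bacterial control, above a set limit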;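 also: capsule biogenesis inhibitors block K1F phage lysis so surviving cells raise fluorescence; higher fluorescence means more inhibition of phage lysis; actives were called in the ten point dose series up to 300 µM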
Dynein cargo inh cytoplasmic EGFP: second read-out of Dynein cargo inh, no call of its own (marks repeat the call); z-score; measured here: cytoplasmic GR-EGFP intensity; active compounds read high
Dynein cargo inh nuclear GR-EGFP: also measured in Dynein cargo inh; calls as there; z-score; measured here: nuclear GR-EGFP intensity;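 lower value marks the stronger effect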
Dynein cargo inh cell count: recorded beside Dynein cargo inh, whose call it bears; z-score; measured here: cell count per field
Insulin prom up cell count: also measured in Insulin prom up; calls as there; cell count; measured here: cytotoxicity, nuclei count;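 total cells summed across four imaged fields per well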
bCat nuc transl cell count 5 µM: further read-out of bCat nuc transl, marked with its call; cell count; measured here: cell count, cytotoxicity flag
MT stabilize HCS Hoechst-high %: recorded beside MT stabilize HCS, whose call it bears; % Hoechst-high responders; measured here: nuclear condensation Hoechst responders;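 share of cells brighter than vehicle mean plus two SD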
MT stabilize HCS cytotoxicity %: further read-out of MT stabilize HCS, marked with its call; toxicity, %; measured here: cytotoxicity by cell density;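 0% = mean cell density of plate MIN control wells and 100% = no cells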
Autophagy HCS cell loss 18 h: also measured in Autophagy HCS; calls as there; toxicity, %; measured here: cell loss, nuclei count;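 cell loss after 18 h compound exposure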
* marks the source's active call; other numbers are inactive results; i = inactive; x = not tested or not shown; [ ] = remark or other dose.

Values run as follows: Dynein cargo inh	Dynein cargo inh cytoplasmic EGFP	Dynein cargo inh nuclear GR-EGFP	Dynein cargo inh cell count	Autophagy HCS	Autophagy HCS cell loss 18 h	M17LAP inhibition	MT stabilize HCS	MT stabilize HCS Hoechst-high %	MT stabilize HCS cytotoxicity %	bCat nuc transl	bCat nuc transl cell count 5 µM	CSM14.1 death rescue	M1AAP inhibition	Insulin prom up	Insulin prom up cell count	UTI89 phage lysis
CCOc1ccc(NC(=O)COc2nsnc2N2CCOCC2)cc1
→ 0.47	-0.31	1.1	-1.6	i	9	-3%	2.1	1.6	3.8	-1.1	1044	-1.0%	3%	0.07	1326	0.7%[50 µM]
Cc1n[nH]c(=S)n(/N=C/c2cccc([N+](=O)[O-])c2)c1=O
→ 1.7	-0.2	1.1	-1.5	x	x	11%	x	x	x	-0.3	1223	x	-1%	-0.9	1404	-1.6%
COc1ccc(C(=O)CSc2nnc(NC(=O)C3CC(=O)N(c4ccccc4)C3)s2)cc1 (stereo unspecified)
→ 0.072	-0.19	0.5	-0.47	i	4	-9%	2.5	4.0	4.3	0.9	1165	-2.2%	3%	-0.21	1279	-0.1%
C[C@H](Nc1ncnc2sc3c(c12)CCC3)C(=O)O
→ -1.1	-0.18	-1.3	0.57	i	1	6%	2.9	1.6	5.2	0.5	1355	2.9%	4%	-0.13	1610	1.1%
Cc1c(NS(=O)(=O)c2cccs2)cccc1-c1nc2cccnc2s1
→ 0.37	-0.17	0.15	0.1	x	x	7%	x	x	x	0.1	1380	x	1%	0.67	1018	-0.1%
O=C1N/C(=C/c2cccn2-c2ccc(F)cc2)C(=O)N1Cc1ccccc1
→ 1.7	-0.24	0.83	-0.64	i	-6	6%	1.7	1.0	4.7	7.1	984	3.8%	3%	x	x	0.8%
Fc1ccc(C(CCNCc2cccs2)c2ccco2)cc1 (stereo unspecified)
→ 0.34	-0.27	0.11	0.23	x	x	-6%	x	x	x	1.2	1311	x	3%	-1	1080	-0.9%
COC(=O)[C@@H]1[C@@H](C#N)C2(c3ccccc3-c3ccccc32)N(c2ccc(Cl)cc2)N1C#N
→ -0.48	2.3	0.31	-3.6	i	-4	13%	3.6	1.3	3.7	11	525	-2.6%	2%	x	x	0.5%
CC(C)c1nnc(N2C(=O)c3oc4ccccc4c(=O)c3C2c2ccco2)s1 (stereo unspecified)
→ 3.6	0.21	3.3	-3.5	i	1	20%	3.1	0.2	69	-3.5	540	0.3%	9%	x	x	0.3%
O=C(O)c1nsc(Cl)c1Cl
→ 2.2	-0.23	1	-1.3	i	-3	-2%	3.8	3.1	3.9	-1.0	1119	0.0%	-3%	0.13	1250	-0.9%
Cc1nc(SCc2ccc(Br)cc2)[nH]c(=O)c1C
→ -0.054	-0.2	0.11	0.57	i	-3	10%	2.7	2.4	18	-0.9	991	-2.5%	5%	-0.12	1640	-0.7%
CCCCc1ccc(NC(=O)CC(C)=O)cc1
→ 0.95	-0.15	0.46	-0.13	i	7	8%	1.8	2.2	11	-5.2	997	4.3%	9%	-0.09	1157	-0.1%
COc1ccccc1/C=N/NC(=O)CN(C1=NS(=O)(=O)c2ccccc21)c1ccccc1
→ -0.43	-0.24	-0.13	0.62	i	-3	4%	1.8	1.4	9.5	-4.0	469	-9.6%	-5%	1.4	1190	0.6%
CC(=O)Nc1ccc(C(=O)NNC(=O)c2cc([N+](=O)[O-])cc([N+](=O)[O-])c2)cc1
→ -0.5	-0.31	0.042	0.67	i	-7	x	3.5	1.0	3.6	-0.6	1026	-1.0%	x	0.02	1484	0.1%
CC(C)c1ccc(S(=O)(=O)Nc2ccc(SC(F)F)cc2)cc1
→ -0.4	-0.12	-0.24	-0.59	i	-2	1%	6.7	0.6	11	-1.9	1106	-0.5%	0%	-0.71	1471	-3.2%[50 µM]
CCOC(=O)c1c(NC2OC(=O)c3c2ccc(OC)c3OC)sc(C(=O)OC(C)(C)C)c1C (stereo unspecified)
→ -0.05	-0.1	-0.35	0.88	i	5	1%	3.1	1.8	13	-4.0	563	-1.3%	4%	-0.26	1304	-0.9%[50 µM]
COc1ccc(CC(NC(C)=O)C(=O)NC2CCN(c3nc(C)cc(C)c3C#N)CC2)cc1 (stereo unspecified)
→ 1.8	-0.23	1.6	-1.3	i	9	-5%	2.5	0.4	1.5	-0.8	1168	3.6%	-6%	-1	1519	0.4%
Cc1ccc2c(CC(=O)N3CCOCC3)coc2c1
→ 0.2	-0.043	-0.028	0.57	i	-13	-2%	0.8	2.4	10	-0.4	1423	-1.5%	1%	0.14	1376	0.4%
CCOc1ccc(S(=O)(=O)N(CC(=O)O)c2ccc(C)cc2)cc1
→ -0.33	-0.2	-0.12	-0.0025	i	0	-4%	1.1	1.9	7.6	x	x	x	-3%	0.45	1322	5.7%
CC(C)OC(=O)c1c(-c2ccc(C(C)C)cc2)csc1NC(=O)C1CCCO1 (stereo unspecified)
→ 0.095	-0.2	0.35	-0.086	i	21	16%	2.8	1.8	3.8	1.5	1466	-0.4%	7%	-1.3	1184	0.4%
CCn1c(C)c(C(C)=O)c(SC)nc1=S
→ -1.2	-0.26	-0.67	1	i	-4	10%	2.1	1.5	8.2	-3.6	1186	-3.6%	-2%	0.3	1028	0.1%
CCc1ccc(CN(C)C(=O)CCc2nc3ccccc3n(-c3ccc(OC)cc3)c2=O)cc1
→ 2.6	-0.16	1.6	-1.9	i	17	-3%	2.0	1.3	2.5	-1.8	983	x	-2%	-0.68	1130	-0.4%
CS(=O)(=O)N(CC(=O)NC1CC2CCC1C2)c1ccc(Oc2ccccc2)cc1 (stereo unspecified)
→ -1.3	-0.32	-0.78	0.86	i	-3	-13%	2.7	1.8	7.0	-0.7	1525	1.2%	6%	x	x	x
Cc1cc2nc3n(c2cc1C)CC1CC(C(=O)NCCc2cccs2)N(C)C31 (stereo unspecified)
→ -0.22	-0.77	-0.06	0.051	x	x	16%	x	x	x	0.5	1378	x	3%	-0.52	1149	0.9%
O=C(O)CCOc1ccc2c(c1)OCCO2
→ -0.41	-0.22	0.14	0.35	i	-11	5%	2.6	1.7	2.1	x	x	-0.2%	-1%	0.87	1020	0.4%
CCC(NC(=O)/C(=C\c1ccc2c(c1)OCO2)NC(C)=O)C(=O)O (stereo unspecified)
→ 0.17	-0.2	0.2	0.48	i	-2	26%	2.1	2.7	8.9	-0.8	1107	-1.9%	0%	0.34	1367	2.8%[50 µM]
Nc1nc2n(c1C(=O)c1ccccc1)CCC2
→ -1.1	-0.23	-0.57	0.12	i	4	31%	2.0	2.8	6.9	-3.6	1226	-0.7%	-2%	-0.13	1189	1.6%
O=C(COC(=O)C(O)c1ccccc1)c1ccc2c(c1)OCCO2 (stereo unspecified)
→ -0.21	-0.23	0.068	-0.18	i	4	18%	1.8	2.5	6.9	0.4	1179	-1.1%	-8%	0.3	1255	0.8%
CC(=O)n1nc(-c2ccc(Cl)cc2)nc1NCc1ccco1
→ 0.012	-0.17	0.16	-0.25	i	15	6%	2.2	2.5	8.3	x	x	-0.8%	-1%	x	x	-0.2%
CC1CCCCC1NC(=O)C1CCN(S(=O)(=O)N2CCCCCC2)CC1 (stereo unspecified)
→ 0.46	-0.28	0.4	-1.1	i	-17	7%	3.1	3.1	2.9	-2.0	913	-0.4%	11%	0.77	1257	4.8%
CCOC(=O)C1CCN(C(=O)Nc2cc(Cl)cc(Cl)c2)CC1
→ 0.5	-0.17	0.76	-0.77	x	x	6%	x	x	x	-0.9	1280	x	1%	0.23	1045	-0.6%
C=CCNC1=C(Cl)C(=O)N(c2cccc(Cl)c2Cl)C1=O
→ -0.8	-0.22	-0.98	1.1	i	-1	6%	1.8	0.9	2.7	-1.1	1392	-0.3%	1%	0.07	1395	2.8%[50 µM]
O=C(c1ccco1)N1CCN(C(=O)c2snc3ccc(Cl)cc23)CC1
→ -0.29	-0.23	0.026	0.46	i	-17	6%	1.7	1.8	8.6	-3.4	941	4.6%	6%	0.07	1387	0.2%
COc1ccc(C(=O)C[n+]2ccc(-c3nnc4n3CCCCC4)cc2)cc1
→ 0.29	-0.24	0.13	0.27	x	x	2%	x	x	x	-0.6	1401	x	1%	1.4	1043	1.3%
Cc1ccc(NC(=O)C(SCC(=O)O)c2ccccc2)cc1C (stereo unspecified)
→ 0.11	-0.22	-0.24	0.2	i	28	10%	0.9	2.2	10.0	-3.0	1169	-2.6%	-1%	0.02	1908	-0.1%
COc1ccccc1NC(=O)c1ccc(NC(=O)CN(C)Cc2ccccc2F)cc1
→ 3.3	-0.083	2	-2.9	i	25	0%	4.9	2.9	9.7	0.4	1120	3.6%	7%	-0.13	1305	0.1%
COc1ccc(C(=O)N2CC(=O)N(CCc3ccccc3)C(=O)C2)cc1OC
→ -0.4	-0.029	-0.16	0.45	i	43	5%	2.1	1.8	8.5	-6.3	967	-1.5%	2%	1.2	1610	0.2%

Bioassay records (PubChem)
